CASP6 VEID inh: caspase-6 (human) enzyme inhibition | inhibition, % at 12.5 µM | purified caspase-6, Z-VEID-R110 cleavage fluorescence | 350,000 compounds, 0.53% hits | P55212;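 active means mean inhibition across replicates at least about 35%, with every replicate also reaching that limit, limit read from the data; inconclusive means only one of the two criteria met; inactive means neither criterion met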;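 further: 0% = median of neutral control wells and 100% = no fluorescence left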
Target sequence (P55212 24-179 limits assumed): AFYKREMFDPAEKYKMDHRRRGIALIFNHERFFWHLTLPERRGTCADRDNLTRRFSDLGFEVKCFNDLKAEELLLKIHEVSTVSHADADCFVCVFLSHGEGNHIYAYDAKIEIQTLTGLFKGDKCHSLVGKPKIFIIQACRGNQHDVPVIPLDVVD
Target sequence (P55212 194-293 limits assumed): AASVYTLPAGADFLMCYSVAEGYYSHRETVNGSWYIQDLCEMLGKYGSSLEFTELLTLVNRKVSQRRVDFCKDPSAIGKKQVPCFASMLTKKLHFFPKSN
LGR2 antag: blocks bursicon-induced cAMP signaling via Drosophila LGR2; HEK293 LGR2, CRE-luciferase, bursicon-stimulated, 4 h; inhibition, % at 9.99 µM; 380,000 compounds, 0.35% hits;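 active means drop in luminescence signal, shown as inhibition above about 50% in the replicate tests, limit read from the data, passing the limit was not always enough; inconclusive means probably only some replicates passing the limit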;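 further: agonist challenge used bursicon conditioned medium at about half maximal strength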
PAX8 inh HTS: PAX8 transcriptional activity inhibition. RMG-I TPO-luciferase reporter, SteadyGlo, 24 h. inhibition, % at 12.6 µM. 360,000 compounds, 1.2% hits;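 active means mean replicate inhibition at least 60% with every replicate also reaching 60%; inconclusive means only one of the two criteria is met; inactive means mean below 60% and not all replicates reaching 60%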;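 further: luciferase light reporting Pax8 driven TPO promoter activity; plate controls were median of neutral control wells for no effect and mitoxantrone controls for full effect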
SIRT5 block: blocks human SIRT5 desuccinylation of peptide | Purified SirT5, succinyl-peptide AMC, trypsin-coupled fluorescence | 330,000 compounds, 1.1% hits | inhibition, % at 15 µM; in the data active means inhibition above about 15%; inconclusive means no clear call, values can overlap the other calls
Target sequence (Q9NXA8 whole entry, looked up): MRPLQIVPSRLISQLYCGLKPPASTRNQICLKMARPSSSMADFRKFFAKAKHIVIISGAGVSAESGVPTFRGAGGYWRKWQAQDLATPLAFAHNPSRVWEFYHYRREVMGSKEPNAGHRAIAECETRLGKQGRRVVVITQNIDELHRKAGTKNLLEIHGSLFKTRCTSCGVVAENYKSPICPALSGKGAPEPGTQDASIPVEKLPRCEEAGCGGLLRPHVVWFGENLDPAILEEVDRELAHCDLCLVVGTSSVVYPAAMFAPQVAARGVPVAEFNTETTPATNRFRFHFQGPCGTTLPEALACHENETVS
EWS-Fli inh: EWS/Fli transcriptional activity inhibition. A673 NR0B1-luciferase reporter, viability-normalised. 350,000 compounds, 0.67% hits. inhibition, % at 12.6 µM;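 active means mean inhibition of at least 50% after viability correction, with every replicate also passing that limit; inconclusive means mean reaches 50% but only one of two replicates passes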;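 further: firefly luciferase signal divided by Alamar Blue viability fluorescence both relative to DMSO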
DENV2 CPE rescue: inhibitors of DENV2 cytopathic effect; 350,000 compounds, 1.7% hits; DENV2-infected cells, cytopathic effect rescue, plate reader; CPE inhibition, % at 9.99 µM; AID 651640; in the data active means CPE inhibition above about 20%, passing the limit was not always enough; inconclusive means no clear call, values can overlap the other calls; tested in BHK-21 cells;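 further: 0% = median of neutral control wells and 100% = median of positive control wells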
ARNT TACC3 PPI: ARNT/TACC3 interaction disruption; 390,000 compounds, 0.66% hits; Q9Y6A5; inhibition, % at 9.99 µM; AlphaScreen His-ARNT PAS-B/GST-TACC3 binding, luminescence; TACC3 fragment carries E629A point mutation;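 active means mean inhibition of replicates at least 50% and at least half of replicates each reaching 50%; inconclusive means half or more replicates reach 50% but mean below 50%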;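 further: 0% = complete ARNT plus TACC3 wells and 100% = ARNT alone without TACC3; many hits fall short of the cut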
* = called active by the depositor; ? = inconclusive; · = no result given. Not a hit list; overall some 4.9% were active at least once.

item | smiles | CASP6 VEID inh | LGR2 antag | PAX8 inh HTS | SIRT5 block
1 | CC(C)(C)C(=O)N1CCC(O)(CS(=O)(=O)c2ccc(Cl)c(Cl)c2)CC1 | -4 | -12 | 16 | -6
2 | COc1ccccc1N1CC(C(=O)Nc2nnc(SCC(=O)NCC3CCCO3)s2)CC1=O (stereo not given) | 2 | 39 | -1 | 1
3 | Cc1ccc(-c2nnc3n2N=C(c2ccc(Br)cc2)CS3)cc1 | -4 | -17 | 24 | -1
4 | C/C(=N\NC(=O)c1nnn(-c2nonc2N)c1C)c1ccc(-c2ccccc2)cc1 | -8 | -12 | -13 | -5
5 | CN(C)CCNC(=O)c1ccc2c(=O)n(Cc3ccc(Cl)cc3)c(=S)[nH]c2c1 | -8 | -6 | -8 | -3
6 | O=C1CCC/C(=N\NC(=O)c2ccc(CSc3cccc4cccnc34)cc2)C1 | 3 | -8 | 25 | -3
7 | NS(=O)(=O)CCCc1ccccc1 | -1 | -18 | -31 | ·
8 | O=C(COC(=O)/C=C/c1nc2ccccc2s1)Nc1ccccc1Oc1ccccc1 | 2 | -53 | -15 | -3
9 | CN(C)c1ccc(/C=C(/C#N)C(=O)NCc2ccccc2)o1 | · | -28 | -18 | ·
10 | Cn1c(=O)oc2cc(S(=O)(=O)Nc3cccc([N+](=O)[O-])c3)ccc21 | 3 | -18 | 24 | 0
11 | Cc1cc2ccccc2nc1-c1ccccc1F | 3 | -24 | -13 | -1
12 | O=[N+]([O-])c1ccc(Oc2cccc3cccnc23)c(Cl)c1 | 1 | 0 | -36 | 1
13 | CCCCCN(C(=O)CCC(=O)OCC(=O)NCCc1ccccc1)c1c(N)n(CCCC)c(=O)[nH]c1=O | 1 | 0 | -1 | -3
14 | O=C(OCC(=O)N1CCN(C(=O)c2ccco2)CC1)c1ccc(Cl)nc1 | 5 | 1 | 7 | -2
15 | COc1ccc(NC(=O)CCN2C(=O)c3ccncc3C2=O)cc1OC | -2 | 14 | 8 | -5

item | EWS-Fli inh | DENV2 CPE rescue | ARNT TACC3 PPI
1 | 5 | · | -3
2 | 2 | -2 | 2
3 | 12 | -2 | -3
4 | -10 | -6 | 3
5 | 4 | 4 | ·
6 | -5 | -3 | 9
7 | 0 | -9 | 1
8 | -1 | -2 | -10
9 | · | · | -4
10 | -12 | -9 | 22
11 | -23 | 8 | 0
12 | -49 | 0 | 14
13 | -13 | 12 | ·
14 | -2 | -4 | 4
15 | 3 | -4 | -11

Other records
item | smiles | CASP6 VEID inh | LGR2 antag | PAX8 inh HTS | SIRT5 block
16 | COc1ccc(NC(=O)CCC(=O)Nc2ccc3nc(N4CCOCC4)cc(C)c3c2)c(OC)c1 | -3 | -13 | -40 | -10
17 | CN(C)/C=C1\C(=O)NN=C1c1ccccc1 | 5 | -2 | -6 | -5
18 | COc1cc2c(cc1OC)/C(=C/C(=O)OCc1ccccc1)OC2 | 4 | -12 | -25 | 8
19 | Cc1[nH]c(=O)[nH]c1C(=O)CCCCC(=O)O | -4 | 2 | 35 | -1
20 | CCCn1nc(C(=O)Nc2cccc(S(=O)(=O)N(C)c3ccccc3)c2)c2ccccc2c1=O | -1 | 1 | -24 | 0
21 | O=C(Nc1ccncc1)c1ccc(Cl)c(S(=O)(=O)N2CCc3ccccc32)c1 | -3 | 19 | 49 | -2
22 | Nc1nc(O)c(CC(=O)O)s1 | -3 | 3 | 6 | 0
23 | COc1cc(N2C[C@@]3(O)CC[C@@H](O)[C@@H](OC)[C@@H]3[C@@](C)(O)[C@@H]2CC=C(C)C)cc(OC)c1OC | -2 | -7 | -11 | -3
24 | CC1CCN(CCNC(=O)C2CCCN(c3ncnc4c3nc3n4CCCCC3)C2)CC1 (stereo not given) | 0 | -5 | -9 | -3
25 | O=S(=O)(N[C@H]1CC[C@H](CCn2cc(-c3ccccc3F)nn2)O[C@@H]1CO)c1ccc(F)cc1 | 0 | -9 | 13 | 1
26 | CO[C@@H](CN(C)C(=O)Nc1ccc(F)cc1)[C@H](C)CN(Cc1ccccc1Cl)[C@H](C)CO | -2 | 7 | · | 2
27 | Cc1ccccc1N1C(=O)CSC1=C(C#N)C#N | 1 | 9 | -18 | -2
28 | COc1ccc(C(=O)OC(C)C(=O)NC2CCCC2)cc1S(=O)(=O)N1CCOCC1 (stereo not given) | -2 | -7 | 3 | -2
29 | O=S(=O)(c1cccs1)N1CCCCN2[C@@H](CO)[C@@H](c3ccc(C4=CCCCC4)cc3)[C@@H]2C1 | 1 | · | 18 | -2
30 | CC(=O)NC(c1ccc(C(C)C)cc1)c1ccc2cccnc2c1O (stereo not given) | 1 | 22 | 95* | -1

item | EWS-Fli inh | DENV2 CPE rescue | ARNT TACC3 PPI
16 | -66 | 6 | 2
17 | -16 | -2 | 28*
18 | -5 | -6 | ·
19 | -8 | -5 | 0
20 | -9 | 3 | 7
21 | 29 | -1 | 20
22 | -3 | ? | -2
23 | 5 | -3 | ·
24 | -1 | 4 | -6
25 | 4 | 7 | ·
26 | -1 | -1 | 3
27 | -5 | 1 | 6
28 | 0 | -9 | -5
29 | 2 | -8 | 3
30 | 43 | 1 | 5

The list continues.
item | smiles | CASP6 VEID inh | LGR2 antag | PAX8 inh HTS | SIRT5 block
31 | CN1c2ccc(-c3ccc(C#N)cc3)cc2[C@@H]2[C@@H](CCN2C(=O)Nc2ccccc2F)[C@@H]1CO | -2 | 4 | -3 | -16
32 | CN(Cc1cccs1)C(=O)c1cc(S(=O)(=O)N2CCOCC2)ccc1N1CCCC1 | 0 | -8 | 0 | -6
33 | CN(C)C(=O)c1ccc(-n2cccn2)nc1 | 2 | -17 | -30 | 5
34 | Cc1ccc(-c2nc3ncccc3o2)cc1NC(=O)c1sc2ccccc2c1Cl | 4 | -1 | · | 4
35 | CN(C)C(=O)c1ccc(NC(=O)COc2cccc3c2OC(C)(C)C3)cc1 | 3 | 8 | -3 | -2
36 | Cc1cccc(NC(=O)CNC(=O)CNC(=O)Cc2ccccc2)c1 | -3 | 19 | 5 | -6
37 | COc1ccc([C@H]2CC(=O)C=C(c3ccc(C)c(F)c3)C2)cc1 | 2 | -15 | -20 | -2
38 | COc1ccc2c3c([nH]c2c1)[C@@H](CO)N(C(=O)c1ccc(F)cc1)CC31CN(C(=O)CC2CC2)C1 | 2 | -12 | -4 | 2
39 | COCCNC(=O)c1ccc(CS(=O)(=O)c2c(Cl)cccc2Cl)o1 | 0 | -6 | -11 | ·
40 | CCOC(=O)N1CCC(NC(=O)C2CCN(C(=O)N3CC(C)Oc4ccccc43)CC2)CC1 (stereo not given) | 2 | 1 | 7 | -3
41 | O=C(Cc1ccccn1)N[C@H]1C=C[C@H](CC(=O)N2CCCCC2)O[C@@H]1CO | -3 | 8 | 8 | 6
42 | CN1CC(=O)N(CC(=O)N2N=C(c3ccc(Cl)cc3)CC2c2ccco2)C1=O (stereo not given) | -6 | -4 | 17 | 1
43 | O=C(NCc1ccccc1)C1=C[C@@H](c2coc3ccccc3c2=O)C[C@@H](OCCCCO)O1 | -3 | -3 | 12 | -1
44 | C[C@H]1CN([C@@H](C)CO)C(=O)c2cc(-c3cncnc3)cnc2O[C@@H]1CN(C)Cc1ccc(F)cc1 | -2 | -9 | 0 | 0
45 | CN(Cc1ccccc1)Cc1ccccc1C(O)c1ccccc1 (stereo not given) | 3 | · | -2 | -4

item | EWS-Fli inh | DENV2 CPE rescue | ARNT TACC3 PPI
31 | 3 | 42* | -51
32 | -1 | 18 | -2
33 | 0 | 4 | 0
34 | 7 | 4 | -8
35 | 11 | 2 | -2
36 | · | 2 | -1
37 | -67 | · | 2
38 | 5 | 5 | ·
39 | -8 | 58* | -3
40 | · | · | 1
41 | 14 | ? | 11
42 | -4 | -7 | -24
43 | -1 | -1 | -5
44 | 3 | -8 | -11
45 | 7 | -5 | -3

Quoted at random: 5 records from the list.
item | smiles | CASP6 VEID inh | LGR2 antag | PAX8 inh HTS | SIRT5 block
38 | COc1ccc2c3c([nH]c2c1)[C@@H](CO)N(C(=O)c1ccc(F)cc1)CC31CN(C(=O)CC2CC2)C1 | 2 | -12 | -4 | 2
35 | CN(C)C(=O)c1ccc(NC(=O)COc2cccc3c2OC(C)(C)C3)cc1 | 3 | 8 | -3 | -2
32 | CN(Cc1cccs1)C(=O)c1cc(S(=O)(=O)N2CCOCC2)ccc1N1CCCC1 | 0 | -8 | 0 | -6
33 | CN(C)C(=O)c1ccc(-n2cccn2)nc1 | 2 | -17 | -30 | 5
37 | COc1ccc([C@H]2CC(=O)C=C(c3ccc(C)c(F)c3)C2)cc1 | 2 | -15 | -20 | -2

item | EWS-Fli inh | DENV2 CPE rescue | ARNT TACC3 PPI
38 | 5 | 5 | ·
35 | 11 | 2 | -2
32 | -1 | 18 | -2
33 | 0 | 4 | 0
37 | -67 | · | 2

6 compounds already listed, sorted by count of non-hydrogen atoms, low to high.
item | smiles | CASP6 VEID inh | LGR2 antag | PAX8 inh HTS | SIRT5 block
33 | CN(C)C(=O)c1ccc(-n2cccn2)nc1 | 2 | -17 | -30 | 5
45 | CN(Cc1ccccc1)Cc1ccccc1C(O)c1ccccc1 (stereo not given) | 3 | · | -2 | -4
42 | CN1CC(=O)N(CC(=O)N2N=C(c3ccc(Cl)cc3)CC2c2ccco2)C1=O (stereo not given) | -6 | -4 | 17 | 1
32 | CN(Cc1cccs1)C(=O)c1cc(S(=O)(=O)N2CCOCC2)ccc1N1CCCC1 | 0 | -8 | 0 | -6
43 | O=C(NCc1ccccc1)C1=C[C@@H](c2coc3ccccc3c2=O)C[C@@H](OCCCCO)O1 | -3 | -3 | 12 | -1
31 | CN1c2ccc(-c3ccc(C#N)cc3)cc2[C@@H]2[C@@H](CCN2C(=O)Nc2ccccc2F)[C@@H]1CO | -2 | 4 | -3 | -16

item | EWS-Fli inh | DENV2 CPE rescue | ARNT TACC3 PPI
33 | 0 | 4 | 0
45 | 7 | -5 | -3
42 | -4 | -7 | -24
32 | -1 | 18 | -2
43 | -1 | -1 | -5
31 | 3 | 42* | -51

(next part)
item | smiles | CASP6 VEID inh | LGR2 antag | PAX8 inh HTS | SIRT5 block
46 | C[C@@H]1CN([C@H](C)CO)C(=O)Cc2cc(NC(=O)Nc3ccc4c(c3)OCO4)ccc2O[C@H]1CN(C)S(=O)(=O)c1ccccc1 | 1 | 13 | · | ·
47 | Cc1nc2ccccc2n1CC(=O)c1ccc(O)c(O)c1 | 22 | 3 | -1 | ·
48 | COc1cccc(NC(=O)N2[C@H](CO)[C@@H](c3ccccc3)[C@H]2CNC(C)C)c1 | -1 | 16 | 19 | -3
49 | CCN(CC)CCN(C(=O)CCS(=O)(=O)c1ccccc1)c1nc2cc3c(cc2s1)OCO3 | -2 | 4 | -26 | -1
50 | CCCc1nnc(NC(=O)c2ccncc2)s1 | -2 | 8 | · | 0
51 | O=C(NCCc1ccccc1)C(c1ccccc1F)N(C(=O)c1csnn1)C1CC1 (stereo not given) | 4 | -20 | 11 | -4
52 | COc1ccccc1CNC(=O)[C@@H]1CCCN1S(=O)(=O)c1ccc(C)cc1 | 2 | -19 | 1 | -1
53 | COc1cccc(CN(C)C[C@H]2OCc3cnnn3CCCC(=O)N([C@H](C)CO)C[C@H]2C)c1 | -1 | 13 | · | 1
54 | c1ccc2c(C3=NNC(=NC4CCCCC4)SC3)c[nH]c2c1 | -1 | -50 | -20 | -5
55 | CC(=O)c1c(C)oc2ccc(NS(=O)(=O)c3cccs3)cc12 | 3 | 9 | 3 | -3
56 | COC(=O)c1nn(-c2nc(-c3cccc(OC)c3)cc(C(F)(F)F)n2)cc1[N+](=O)[O-] | 2 | 14 | -9 | 1

item | EWS-Fli inh | DENV2 CPE rescue | ARNT TACC3 PPI
46 | -9 | 5 | ·
47 | -15 | · | 57*
48 | 14 | 3 | 16
49 | · | 6 | -5
50 | 3 | 6 | 1
51 | 5 | 2 | 16
52 | 3 | · | ·
53 | -9 | 1 | -5
54 | -1 | 10 | 5
55 | 1 | 13 | -4
56 | 1 | 0 | 26
